bIAP activator: bovine intestinal alkaline phosphatase activators, primary screen, biochemical, bovine IAP, CDP-star luminescence; alkaline phosphatase, intestinal [Bos taurus]; purified bovine IAP, 30 min; stronger effect = higher value; fold of DMSO-control signal, blank-subtracted; activation factor at 20 µM; actives 0.17% (n = 200,000);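 active means activation factor of 2 or more at 20 µM, a signal rise over negative controls twice the positive control's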
SRC2 TRFRET art: TR-FRET signal artefacts, primary screen, artefact control for PPARgamma SRC-2 agonist project, biochemical | TR-FRET artefact counter-screen; stronger effect = higher value | TR-FRET ratio at 8 µM | actives 0.4% (n = 200,000); in the data active means TR-FRET ratio above about 2000; further: inactives centre near 1500
TLR4-MyD88 BLA: inhibitors of TLR4-MyD88 association in cells, primary screen, cell-based, HeLa CL3-4, BLA complementation, FRET ratio | Toll-like receptor 4 (Homo sapiens) + Myeloid differentiation primary response protein … | HeLa CL3-4 TLR4/MyD88 BLA complementation | inhibition, % at 8.4 µM | actives 0.18% (n = 200,000) | AID 861, 2007; in the data active means inhibition above about 25%;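 further: 0% = vehicle and 100% = reference inhibitor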
bIAP inhibitor: bovine intestinal alkaline phosphatase inhibitors, primary screen, selectivity assay for TNAP inhibitor project, biochemical, bovine IAP, CDP-star luminescence; alkaline phosphatase, intestinal [Bos taurus]; purified bovine IAP, 30 min; inhibition, % at 20 µM; 190,000 tested, under 10 active; AID 1019, 2008;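 active means over 50% inhibition of intestinal alkaline phosphatase at 20 µM in the single-dose screen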
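System: Purified bovine intestinal alkaline phosphatase (IAP) enzyme | Input: IAP diluted 1/65,000,000 in the well | Also added: CDP-star chemiluminescent phosphatase substrate, 30 µM final | Dosing: 20 µM single dose | Times: Enzyme reaction for 30 min at room temperature | Detection: Luminescence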
S1P3 antag: S1P3 receptor antagonists, primary screen, cell-based. Sphingosine 1-phosphate receptor 3 (Homo sapiens), Q99500. actives 0.27% (n = 170,000). inhibition, % at 4.98 µM. CHO S1P3 NFAT-BLA reporter, FRET fluorescence, antagonist mode;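 active means inhibition above the plate cutoff, the mean inhibition of test wells on that plate plus 3 SD, cut at about 28% in these data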;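 further: cells challenged with S1P at its EC80 of 0.8 µM; blue over green emission ratio from cleaved BLA substrate after 4 h stimulation; 0% = S1P-stimulated wells and 100% = unstimulated DMSO-only wells; some compounds past the cut are filed as inactive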
Target sequence (Q99500 whole entry, looked up): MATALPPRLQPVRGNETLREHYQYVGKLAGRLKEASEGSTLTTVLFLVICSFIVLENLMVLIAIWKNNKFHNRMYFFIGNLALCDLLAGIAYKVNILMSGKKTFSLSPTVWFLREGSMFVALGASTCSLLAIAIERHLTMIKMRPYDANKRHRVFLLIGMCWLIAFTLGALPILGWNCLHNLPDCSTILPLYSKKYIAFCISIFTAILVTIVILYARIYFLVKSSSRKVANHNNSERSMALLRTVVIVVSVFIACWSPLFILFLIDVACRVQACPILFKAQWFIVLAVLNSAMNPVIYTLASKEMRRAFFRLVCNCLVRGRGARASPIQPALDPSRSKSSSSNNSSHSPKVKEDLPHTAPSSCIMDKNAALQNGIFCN
Redox H2O2 prof: compounds producing H2O2 with reducing agent – biochemical, NIH compound library profiling, artefact control for MLSCN library redox annotation, primary screen | DTT-dependent redox cycling H2O2, phenol red/HRP absorbance; 100% = 100 µM peroxide control, 0% = buffer | activation, % at 10 µM | actives 0.03% (n = 200,000);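 active means activation of at least 50% relative to the plate's high and low controls in the primary single-dose screen; inactive means activation below 50%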;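 further: compound incubated with DTT at 0.8 mM final as the reducing agent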
PPARg SRC1 recr: PPARgamma agonists recruiting SRC-1 coactivator, primary screen, biochemical. Peroxisome proliferator-activated receptor gamma (Homo sapiens), P37231. PPARgamma-SRC-1 coactivator recruitment biochemical assay. activation, % at 8 µM. actives 0.41% (n = 200,000). AID 631, 2007; in the data active means activation above about 19%;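 further: 0% = DMSO and 100% = reference agonist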
Target sequence (P37231 whole entry, looked up): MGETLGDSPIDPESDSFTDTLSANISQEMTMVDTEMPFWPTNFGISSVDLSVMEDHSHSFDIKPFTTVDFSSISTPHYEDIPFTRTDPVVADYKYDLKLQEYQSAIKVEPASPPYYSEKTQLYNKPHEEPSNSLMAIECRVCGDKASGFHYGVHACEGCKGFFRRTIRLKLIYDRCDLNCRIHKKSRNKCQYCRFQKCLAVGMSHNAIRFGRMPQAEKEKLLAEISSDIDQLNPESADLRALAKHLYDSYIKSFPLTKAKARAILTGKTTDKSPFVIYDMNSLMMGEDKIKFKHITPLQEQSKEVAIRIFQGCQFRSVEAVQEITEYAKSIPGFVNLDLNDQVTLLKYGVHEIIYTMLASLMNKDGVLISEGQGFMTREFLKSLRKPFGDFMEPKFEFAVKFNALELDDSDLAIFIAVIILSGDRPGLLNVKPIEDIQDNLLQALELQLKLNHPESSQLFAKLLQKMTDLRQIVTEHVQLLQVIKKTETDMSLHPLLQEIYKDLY
PPARg SRC3 recr: PPARgamma agonists recruiting SRC-3 coactivator, primary screen, biochemical; biochemical PPARgamma/SRC-3 coactivator recruitment assay; activation, % at 8 µM; actives 0.26% (n = 200,000); AID 731, 2007; in the data active means activation above about 23%;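 further: 0% = DMSO and 100% = reference agonist; some compounds past the cut are filed as inactive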
L major viab: Leishmania major promastigote growth inhibition, primary screen. Leishmania major promastigotes, resazurin fluorescence viability. inhibition, % at 10 µM. actives 9% (n = 200,000); in the data active means inhibition above about 50%;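 further: promastigotes grown with compound for 44 hours at 28 °C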
PPARg SRC-2 ag: agonists of PPARg-SRC-2 recruitment, primary screen, biochemical, HTS; AID 1032, 2008; activation, % at 8 µM; Peroxisome proliferator-activated receptor gamma (Homo sapiens), P37231; actives 0.34% (n = 200,000); PPARgamma LBD-SRC-2 recruitment; in the data active means activation above about 22%;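 further: 0% = vehicle and 100% = reference agonist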
ROMK mod: ROMK potassium channel modulators, primary screen, cell-based, thallium flux, MLSMR library; ATP-sensitive inward rectifier potassium channel 1 (Homo sapiens), P48048; Tet-inducible ROMK, thallium flux fluorescence; actives lie on both sides; B-score at 10 µM; actives 2% (n = 130,000);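 active means signal ratio slope over the read window, or its plate-corrected B-score, at least 3 SD from the plate mean, either direction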;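 further: B-score of the F/F0 ratio slope over 7 to 12 s after thallium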
* = called active by the depositor; · = no result given; & = joins results of further samples.

SMILES	bIAP activator	SRC2 TRFRET art	TLR4-MyD88 BLA	bIAP inhibitor	S1P3 antag	Redox H2O2 prof	PPARg SRC1 recr	PPARg SRC3 recr	L major viab	PPARg SRC-2 ag	ROMK mod
Cc1cc([N+](=O)[O-])ccc1NC(=O)CN1C2CCC1CC(NC(=O)NC13CC4CC(CC(C4)C1)C3)C2 (stereo not drawn)	1	1654	-12.5	-4.1	9.2	-1.4	-1.1	1.5	39.8	-2.0	-0.955
O=C(O)CC(C(=O)OCCOc1ccccc1)N1CCOCC1 (stereo not drawn)	0.9	1294	3.2	6.9	·	0.1	-1.8	-5.5	-5.2	-4.4	1.44
CCOc1ccccc1C(=O)NCc1ccc2c(c1)OCO2	0.8	1573	3.6	18.8	-14.5	-1.6	-0.4	-3.0	-0.4	11.4	·
COC(=O)c1ccc2ncccc2c1	0.9	1532	-5.0	14.4	-6.7	0.0	-0.4	7.9	-8.0	6.8	·
NS(=O)(=O)c1ccc(Nc2nc(-c3cccc([N+](=O)[O-])c3)cs2)cc1	1	1632	-3.8	-4.1	16.9	-0.6	4.7	4.6	-5.9	6.1	-0.253
CCOc1ccc(N(Cc2nnc3n2CCCCC3)C(=O)Nc2cccc(C)c2)cc1	1.2	1445	9.4	-21.2	9.5	0.2	8.9	1.7	-3.2	0.2	1.29
Cc1ccc(C(=O)NC(=S)N2CCN(C)CC2)cc1	0.8	1427	3.2	15.1	·	0.3	-7.5	-11.1	3.9	-4.8	0.21
O=C(N/N=C/c1ccc(Br)cc1)c1ccc(F)cc1	0.8	1626	-1.2	19.7	18.2	-0.2	6.8	1.9	-4.5	7.7	0.21
Cc1c(N=C2N=C(NC(=O)NC(C)(C)C)c3ccccc32)c(=O)n(-c2ccccc2)n1C	1.1	1655	4.4	-12.7	0.8	-0.3	5.7	-1.4	47.7	-0.3	-0.58
CC1CC(C)CN(c2ncc3c(n2)CC(c2ccccc2)CC3=O)C1 (stereo not drawn)	1.1	1672	6.0	-12.4	-1.1	-0.9	6.2	2.1	6.6	-0.8	-0.113
CCc1ccc(-c2csc(NC(=O)C3CCCO3)c2C(=O)OC(C)C)cc1 (stereo not drawn)	1	1505	0.0	-0.5	·	-3.2	5.3	-3.7	23.4	6.4	·
CCN(CC)CCN1C(=O)C(=O)/C(=C(/O)c2ccc(C)cc2)C1c1ccncc1 (stereo not drawn)	1	1635	-4.2	-0.5	·	0.9	5.8	16.9	-1.7	5.3	·
Cc1noc(C)c1COc1ccc(C(=O)NCc2ccccn2)cc1	0.9	1589	-0.6	10.7	-30.3	-0.5	8.9	3.7	-1.9	-1.1	·
Cc1cc(C)c(C#N)c(SCS(=O)c2ccc(C(C)(C)C)cc2)n1 (stereo not drawn)	0.9	1603	-10.1	12.7	2.8	-0.3	2.0	-1.1	46.7	2.5	0.187
CC(C)Cn1c(=O)c2ccccc2c2ccccc2c1=O	0.9	1550	6.4	9.5	-29.9	0.4	3.5	-3.0	-3.0	-2.8	·

Quoted from the listing.
Cc1cc(C)c(C#N)c(SCS(=O)c2ccc(C(C)(C)C)cc2)n1 (stereo not drawn) @ ROMK mod = 0.187
CCN(CC)CCN1C(=O)C(=O)/C(=C(/O)c2ccc(C)cc2)C1c1ccncc1 (stereo not drawn) @ Redox H2O2 prof = 0.9
O=C(N/N=C/c1ccc(Br)cc1)c1ccc(F)cc1 @ ROMK mod = 0.21

Other records
SMILES	bIAP activator	SRC2 TRFRET art	TLR4-MyD88 BLA	bIAP inhibitor	S1P3 antag	Redox H2O2 prof	PPARg SRC1 recr	PPARg SRC3 recr	L major viab	PPARg SRC-2 ag	ROMK mod
CCCCCOc1ccc(C(=O)NCC(=O)NCC(=O)OCC)cc1	1	1462	9.2	4.2	·	-0.3	-0.4	7.7	-4.3	-0.4	0.883
COc1ccc(N(CC(=O)N/N=C/c2cccs2)S(=O)(=O)c2ccc(OC)c(OC)c2)cc1	1	1492	3.8	-0.1	·	-3.9	-6.0	-8.0	3.6	-6.4	·
CCCCN(CC(=O)NCCOC)C(=O)Cn1nnc2ccccc21	1.1	1439	4.7	-9.4	-1.2	0.0	5.2	-6.9	6.9	0.6	-0.326
S=c1[nH]nc(Cc2ccccc2)n1-c1ccccc1	0.8	1489	2.4	17.0	-3.4	-1.4	4.0	1.3	-8.5	4.5	·
COc1ccc(N2C(=O)C3C4C=CC(C4)C3C2=O)c(OC)c1 (stereo not drawn)	1	1489	-8.3	-3.7	·	1.6	0.8	-8.5	7.6	-4.7	·
CC(=O)N1CCN(c2ccc(C(N)=O)cc2[N+](=O)[O-])CC1	0.9	1510	-18.0	11.5	12.4	-0.4	0.7	4.2	-8.3	5.1	-0.147
CCc1cc2c(=O)nc3n(c2s1)Cc1ccccc1/C3=C(/O)c1cccc([N+](=O)[O-])c1	0.9	1420	1.2	5.1	·	-1.7	-2.2	1.0	11.4	5.7	0.507
Cn1c(=O)c2c(nc(SCC(=O)NCc3ccc4c(c3)OCO4)n2Cc2ccc(Cl)cc2)n(C)c1=O	1.1	1589	2.1	-11.9	·	1.8	5.8	7.3	3.6	1.9	-1.49
CC1(C)OC(=O)C(=CNc2ccccc2)C(=O)O1	1.1	1696	-4.3	-6.1	6.7	3.3	2.5	4.7	-7.9	7.2	·
COc1cc(NC(=O)CSc2ccccc2)c(C(=O)O)cc1OC	0.9	1574	1.0	14.8	-20.8	0.4	4.3	2.3	-6.4	1.4	·
CCCOc1ccc(CN(CCC#N)C(=S)NC(=O)c2ccccc2)cc1	0.9	1654	-14.5	10.0	8.7	-0.1	-3.9	7.5	84.8*	-5.1	2.5
CCn1c(N)c(C(=O)NC)sc1=S	0.9	1818	7.0	6.8	0.8	-0.6	9.7	-1.3	-12.8	7.7	0.231
Cc1cc(C(=O)COC(=O)c2ccco2)c(C)n1Cc1ccco1	1.1	1337	-2.1	-10.2	-11.3	-1.8	-4.8	-7.1	14.7	-3.9	-1.6
O=C(Oc1ccc(/C=N/n2cnnc2)cc1)c1cccc([N+](=O)[O-])c1	1	1534	-15.2	-3.7	11.5	-0.8	8.4	3.5	-4.9	2.0	-1.09
COc1ccc(NC(C)=O)cc1NC(=O)CSc1nnc(-c2ccccn2)n1C	1	1431	11.1	4.6	-37.7	0.8	1.4	-2.7	-1.9	-15.8	·
CCC1(O)CC(C(=O)OC)=NN1C(=O)c1ccccc1 (stereo not drawn)	1	1282	-7.9	3.6	·	0.1	0.2	-6.4	-4.2	-2.6	-0.0098
Nc1nc2ccccc2n1C(=O)c1cccs1	1	1697	-21.4	-1.7	5.8	-0.5	8.2	5.3	22.8	7.2	-0.0517
CC(=O)OC(C)C(=O)NS(=O)(=O)c1ccc(C)cc1 (stereo not drawn)	1.1	1629	2.3	-9.2	-10.0	0.1	3.1	-4.3	-6.5	4.4	0.144
COc1cccc(N2CCN(C(=O)NC3CCCCC3)CC2)c1	1	1493	21.1	2.3	-34.9	0.8	-1.7	-12.3	0.7	10.8	·
COc1ccc(CNC(=O)CN=C2NC(=O)C(c3ccccc3)(c3ccccc3)N2)cc1	1.1	1565	-4.1	-8.9	8.2	-0.2	-2.2	-2.1	-7.1	0.8	-0.108
CCOc1c(Cl)cc(C(=O)Nc2ccccc2C(=O)O)cc1Cl	0.9	1602	0.4	9.5	·	2.7	-2.8	-0.4	1.8	-1.3	-3.62*
O=C(CSc1nnc(CNc2cccc(C(F)(F)F)c2)n1Cc1ccco1)NCc1ccco1	1	1628	26.5*	-4.5	·	-1.1	2.7	11.7	0.3	4.9	·
Nc1nnc(SCC(=O)Nc2ccc(Cl)c(C(=O)O)c2)s1	0.9	1710	-8.6	6.1	-8.6	-0.1	-1.5	6.2	-7.6	2.8	-0.029
Cc1cccc(N=c2c([N+](=O)[O-])nn(-c3ccc(Cl)cc3)n2O)c1	1	1459	-19.0	4.9	-20.2	-1.9	-3.3	-0.9	78.5*	1.2	-0.679
COc1ccc(NC(=O)COC(=O)CNS(=O)(=O)c2ccc(F)c(F)c2F)cc1OC	0.8	1629	-9.4	15.2	-0.9	-0.4	8.2	0.0	1.2	1.5	·
O=C(O)C1CC=CCC1C(=O)Nc1ccccc1C(=O)N1CCN(c2ccccc2)CC1 (stereo not drawn)	1	1443	-6.1	4.5	·	-0.2	-0.1	4.9	-5.0	-3.1	0.743
O=C(Cn1c(=O)oc2cc(S(=O)(=O)N3CCCC3)ccc21)N1CCN(c2ccccc2)CC1	1	1473	-7.1	-0.5	·	-1.3	2.8	9.1	100.0*	-3.1	·
CCOC(=O)C1(Cc2ccc(Cl)cc2)CCN(Cc2cnc(N)nc2)CC1	1	1461	-5.1	-2.3	-1.4	-0.8	8.4	1.5	53.2*	-2.5	-1.07
O=C(COc1ccccc1)Nc1nccs1	1.1	1355	-46.5	-7.6	·	0.5	2.3	-6.2	5.2	0.8	2.96*
N#Cc1nnn(-c2ccc(Cl)cc2)c1N	0.9	1595	2.5	10.7	-1.7&3.4	0.5	-4.4	-0.3	-4.8	-1.7	·

The closing 2 records of the part above come first, to join the parts.
SMILES	bIAP activator	SRC2 TRFRET art	TLR4-MyD88 BLA	bIAP inhibitor	S1P3 antag	Redox H2O2 prof	PPARg SRC1 recr	PPARg SRC3 recr	L major viab	PPARg SRC-2 ag	ROMK mod
O=C(COc1ccccc1)Nc1nccs1	1.1	1355	-46.5	-7.6	·	0.5	2.3	-6.2	5.2	0.8	2.96*
N#Cc1nnn(-c2ccc(Cl)cc2)c1N	0.9	1595	2.5	10.7	-1.7&3.4	0.5	-4.4	-0.3	-4.8	-1.7	·
Cc1noc(C)c1COc1ccc(C(=O)OCC(=O)N2CC3(C)CC2CC(C)(C)C3)cc1 (stereo not drawn)	1.1	1660	-7.4	-9.4	-21.8	-0.6	5.5	9.9	28.0	10.7	0.117
Cc1ccc(CN2CCN(/N=C/c3cccnc3)CC2)cc1	0.9	1606	-3.7	7.1	-1.2	0.1	6.7	4.5	-3.4	8.4	·
O=C(NCc1ccco1)C(c1ccc(F)cc1)N(C(=O)Cc1cccs1)c1cccnc1 (stereo not drawn)	0.9	1561	-4.2	11.9	2.9	-0.1	8.5	4.4	-0.6	8.1	-0.0631
O=C(CNC(=O)c1cccc(F)c1)OCC(=O)N1CCCc2ccccc21	1	1680	7.5	4.8	-5.5	-0.1	0.5	2.8	-7.6	5.5	-0.204
CCn1c(CSc2nc(C)cc(C)n2)nnc1SCC(N)=O	0.9	1426	2.0	9.1	-9.9	-0.4	-4.9	-0.3	-0.9	-0.6	0.0043
CC(=O)CC(=O)NC(=NC1CCCCC1)Nc1nc(C)cc(C)n1	1.1	1713	6.2	-7.8	-1.5	-0.2	0.3	14.6	1.8	2.0	-0.974
Cc1ccc(/C=N/NC(=O)C2(O)c3ccccc3-c3ccccc32)o1	1	1437	-20.5	-4.3	-14.2	-0.3	3.5	-3.8	-5.2	-2.8	0.288
